# Source: PubChem (National Center for Advancing Translational Sciences (NCATS))
# SNCA expr inhib = inhibitors of alpha-synuclein (SNCA) gene expression; HEK-293 SNCA-luciferase knock-in, luminescence, 24 h; 140,000 compounds, 0.17% hits; Potency, µM (highest dose often 57.2 µM), for the others: at the highest dose activity change, negative = inhibition, actives largely listed as inhibitors;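 further: potency means the concentration at half of the fitted maximal effect; plate controls were DMSO cells for no effect and cell-free wells for full effect; nearly all actives have a fitted effect of over 45% in size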
# HEK cytotox = kills HEK 293 cells | HEK 293 viability, ATP luminescence (CellTiter-Glo), 48-72 h | Potency, µM (doses to about 115 µM), inactives show top-dose activity change, negative = cytotoxicity, actives largely listed as inhibitors | 94,000 compounds, 6.6% hits | AID 1345083; further: potency means the concentration at half of the fitted maximal effect; nearly all actives have a fitted effect of over 60% in size
#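 HEK 293 cells at 250 cells/well were exposed to compounds by pintool transfer for 48 or 72 hr at 37 degree Celsius, 5% CO2. Viability was read as ATP-coupled luminescence with CellTiter-Glo after 10 min at room temperature.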
# GPT2 inh = GPT2 alanine aminotransferase inhibition; Q8TD30; Recombinant GPT2, coupled pyruvate oxidase/HRP Amplex Red fluorescence; Potency, µM (titrated, usually from 57.7 µM), inactives show at the top dose activity change, negative = inhibition, actives largely listed as inhibitors; 100,000 compounds, 0.25% hits; AID 1671188; further: potency means the concentration at half of the fitted maximal effect; nearly all actives have a fitted effect of over 60% in size; many of its hits are not listed in these tables
# Target sequence (Q8TD30 whole entry, looked up): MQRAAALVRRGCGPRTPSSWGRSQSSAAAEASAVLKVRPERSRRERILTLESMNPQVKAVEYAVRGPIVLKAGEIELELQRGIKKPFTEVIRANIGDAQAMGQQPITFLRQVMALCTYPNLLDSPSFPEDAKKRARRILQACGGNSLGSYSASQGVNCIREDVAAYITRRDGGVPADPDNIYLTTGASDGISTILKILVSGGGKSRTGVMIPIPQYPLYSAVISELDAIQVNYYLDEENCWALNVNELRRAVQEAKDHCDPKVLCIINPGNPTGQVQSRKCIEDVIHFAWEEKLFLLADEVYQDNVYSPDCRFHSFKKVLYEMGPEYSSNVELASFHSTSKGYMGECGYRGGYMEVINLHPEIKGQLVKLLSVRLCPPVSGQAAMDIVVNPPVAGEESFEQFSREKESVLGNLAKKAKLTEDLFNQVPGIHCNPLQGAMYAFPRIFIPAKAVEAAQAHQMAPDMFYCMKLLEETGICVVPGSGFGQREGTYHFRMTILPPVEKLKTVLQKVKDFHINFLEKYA
#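 Fluorescence read-out: pyruvate from GPT2 turnover coupled to pyruvate oxidase, HRP and Amplex Red (0.2mM ThPP, 0.2U/mL PO and HRP, 50uM Amplex final). Substrates 250uM a-KG, 2mM L-alanine; enzyme 10ng/uL; 30 min RT.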
# IP6K1 inh = blocks human inositol hexakisphosphate kinase 1. Q92551. IP6K1 kinase, ADP-Glo luminescence, 2 h; active compounds read low. activity change, % (series mostly up to about 58 µM). 140,000 compounds, 0.81% hits; in the data active means activity change below about -25%
#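 ADP-Glo luminescence measures ADP made by human IP6K1 during a 2 h RT reaction with ATP/IP6 (mix at 1.3 mM/130 uM); top library doses 57.5 and 19.1 uM final.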
# NIH3T3 tox = kills NIH 3T3 cells; NIH 3T3 viability, CellTiter-Glo ATP luminescence, 48-72 h; Potency, µM (top dose mostly 96.7 µM), for inactives: at the highest dose activity change, negative = cytotoxicity, actives largely listed as inhibitors; 94,000 compounds, 4.3% hits; further: potency means the concentration at half of the fitted maximal effect; nearly all actives have a fitted effect of over 55% in size
#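 Viability of NIH 3T3 cells after 48 or 72 hr compound treatment at 37 °C was assessed by CellTiter-Glo, with luminescence imaged following a 10 min room-temperature step.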
# Luciferase inh = Photinus pyralis luciferase inhibition; purified P. pyralis luciferase, luminescence, biochemical; Potency, µM (doses to about 115 µM), for the others: at the highest dose activity change, negative = inhibition, usual class: inhibitors; 76,000 compounds, 2.5% hits; AID 1347043; further: potency means the concentration at half of the fitted maximal effect; nearly all actives have a fitted effect of over 65% in size
# Target sequence (P08659 whole entry, looked up): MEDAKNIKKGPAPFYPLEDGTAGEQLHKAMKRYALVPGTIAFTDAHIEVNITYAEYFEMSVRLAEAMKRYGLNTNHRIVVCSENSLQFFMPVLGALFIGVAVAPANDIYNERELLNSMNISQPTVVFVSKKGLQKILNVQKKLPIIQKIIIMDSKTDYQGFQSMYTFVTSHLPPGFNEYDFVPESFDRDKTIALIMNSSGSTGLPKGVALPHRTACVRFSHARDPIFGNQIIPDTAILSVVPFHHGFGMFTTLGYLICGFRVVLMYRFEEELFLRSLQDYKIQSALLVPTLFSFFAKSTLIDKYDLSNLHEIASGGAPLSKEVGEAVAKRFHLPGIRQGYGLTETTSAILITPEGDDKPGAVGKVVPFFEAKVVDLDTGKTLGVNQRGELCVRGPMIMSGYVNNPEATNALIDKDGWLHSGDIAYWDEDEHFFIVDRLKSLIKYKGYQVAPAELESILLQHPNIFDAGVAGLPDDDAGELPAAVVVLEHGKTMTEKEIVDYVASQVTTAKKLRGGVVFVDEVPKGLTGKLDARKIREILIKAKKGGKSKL
#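 Inhibitors were tested against purified firefly luciferase in a biochemical, low-substrate format (both substrates at 10uM) and luminescence measured with a CCD imager.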
# SNCA viab count = reduces viability of HEK-293 SNCA reporter cells; HEK-293-SNCA-luc viability, GF-AFC fluorescence, 24 h; Potency, µM (top dose mostly 57.1 µM), for inactives: top-dose activity change, negative = cytotoxicity, actives largely listed as cytotoxic; 150,000 compounds, 0.12% hits; AID 1671193;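 further: potency means the concentration at half of the fitted maximal effect; 0% = DMSO-treated cells and -100% = medium-only wells without cells; nearly all actives have a fitted effect of over 30% in size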
#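 Cytotoxicity counterscreen: after 24 h compound treatment of genome-edited SNCA-luciferase HEK-293 cells, live-cell protease substrate GF-AFC read by fluorescence after 30 min; activity scaled between DMSO (0%) and medium-only (-100%), curves Hill-fitted.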
# * marks the source's active call; other numbers are inactive results; i = inactive; ? = inconclusive; . = not tested or not shown; & = joins results of further samples; [ ] = another dose, or the depositor's remark. Unless noted, the call rests on the fitted dose curve; in most records, active means well fitted curve in the direction sought with a large enough effect; inconclusive means small, poorly fitted or top-dose-only effect, or another doubt; inactive means no such curve, though single readings can be large; an effect the other way counts as inactive or inconclusive. Unless noted, on the % scale 0 is the no-effect control and ±100 the full control effect. A portion of the library; rates above refer to the full screens.
smiles	SNCA expr inhib	HEK cytotox	GPT2 inh	IP6K1 inh	NIH3T3 tox	Luciferase inh	SNCA viab count
CN(Cc1ccc(F)cc1)S(=O)(=O)c1nnc(NC(=O)c2ccccc2Cl)s1	7%	.	.	-17	.	.	22%
COc1ccc2c(c1)CCN=C2C[C@H]1CN(C(=O)NC(C)C)CC[C@H]1CC(=O)O	?	i	i	6	-4%[174 µM]	1%[172 µM]	-3%[87.6 µM]
Clc1ccc(CSc2nc(NCCc3ccccc3)c3ccccc3n2)cc1	105%[activator]	.	.	13	.	.	3%
O=C1NC2CCCCN2C12CCN(CCCN1c3ccccc3CCc3ccc(Cl)cc31)CC2 (stereo not drawn)	-31%[25.6 µM]	.	-7%	-13	.	.	-19%
Cc1nn(C(=O)c2ccccc2F)c(C)c1S(=O)(=O)N1CCOCC1	-9%	.	.	-11	.	.	-3%
CNC(=O)[C@@H]1C[C@H](Oc2cccnc2)CN1C(=O)c1ccc(OC)nc1OC	-7%	3%	i	0	i	-7%	-6%
COc1ccc(N=C2S[C@H]3[C@H]([C@@H](O)[C@H](O)C[C@@H]3C(N)=O)N2Cc2ccc(F)cc2)cc1	16%	-15%	?	-2	-14%	7%	0%
COc1ccc(S(=O)(=O)NCCc2csc(-c3ccc(F)cc3)n2)cc1	-4%	.	.	29	.	.	18%
Cc1cccc(C)c1CN1CCCC12Cc1ccccc1CNC2=O (stereo not drawn)	-3%	-16%	3%	-5	-17%	.	1%
COc1ccc(C(=O)N2CCCC(CO)CCNC(=O)CC2)c(OC)c1 (stereo not drawn)	-13%	i	i	-5	-9%	-7%	-1%
COCCOc1ccc2c(n1)CCN(C(=O)CC1CCCCC1)C2	70%[activator]	?	i	-23	?	?	-1%[12.5 µM]
O=C(Cc1ccc(-c2ccccc2)cc1)NCCS(=O)(=O)N1CCN(c2ccc(F)cc2)CC1	-7%	.	.	8	.	.	-5%
CCN(CC)c1ccc(C(=O)NCc2ccc3c(c2)CCN3C(=O)c2ccc(F)cc2)cc1	9%	.	.	-2	.	.	3%
CCN1CCCC1CNC(=O)CCC1CCN(Cc2ccc(Cl)o2)CC1 (stereo not drawn)	-5%	1%	1%	0	i	-2%	-1%
O=c1[nH]c2ccc(NCc3ccc(-c4ccc(F)cc4)o3)cc2[nH]1	-1%	.	.	2	.	.	-4%
CN1CC(=O)N(c2ccccc2)Cc2c1ncnc2N1CCOCC1	-8%[87.6 µM]	-33%[172 µM]	i	3	-24%[138 µM]	-3%[172 µM]	-13%[87.6 µM]
O=C(CN1C(=O)COc2ccccc21)NCCc1ccc(Cl)cc1	-1%	.	.	-17	.	.	-11%
CC(C(=O)O)c1ccc(C(=O)c2ccccc2)s1 (stereo not drawn)	100%[activator][25.6 µM]	.	i	2	.	.	-6%[23.9 µM]
Cc1ccc(NC(=O)c2cc(S(=O)(=O)N3CCOCC3)c(Cl)cc2Cl)cc1	?	.	.	20	.	.	4%
Oc1cccc(C2NC(=S)Nc3cccc(F)c32)c1 (stereo not drawn)	.	.	i	-7	.	.	-7%
CCOC(=O)c1cccc(NC(=O)CCc2c(C)nn(-c3ccc(N4CCOCC4)nn3)c2C)c1	28%	.	.	-7	.	.	-2%
O=[S+]([O-])(c1cccc(C(F)(F)F)c1)N1CCn2c(nnc2-c2ccccc2)C1	31%[activator]	-7%	-14%	6	-20%	0%	9%
CCOCCNC(=O)c1nc2cccnc2n(C2CC2)c1=O	10%[87.6 µM]	i	i	4	-8%[138 µM]	.	5%[87.6 µM]
CCc1ccc(N2CC(c3noc(-c4nccc5ccccc45)n3)CC2=O)cc1 (stereo not drawn)	-26%	?	i	6	?	-18%	0%

# Overlap with the part before: three compounds, then new ones.
smiles	SNCA expr inhib	HEK cytotox	GPT2 inh	IP6K1 inh	NIH3T3 tox	Luciferase inh	SNCA viab count
O=[S+]([O-])(c1cccc(C(F)(F)F)c1)N1CCn2c(nnc2-c2ccccc2)C1	31%[activator]	-7%	-14%	6	-20%	0%	9%
CCOCCNC(=O)c1nc2cccnc2n(C2CC2)c1=O	10%[87.6 µM]	i	i	4	-8%[138 µM]	.	5%[87.6 µM]
CCc1ccc(N2CC(c3noc(-c4nccc5ccccc45)n3)CC2=O)cc1 (stereo not drawn)	-26%	?	i	6	?	-18%	0%
C=C(C)CSc1nc(-c2ccccc2)cc(-c2ccc(OC)cc2)c1C#N	0%	.	.	-1	.	.	5%
COc1ccc(CC(=O)N2CCC(C(=O)N3CCCC3c3nc4ccncc4[nH]3)CC2)cc1 (stereo not drawn)	19%	i	i	-9	-17%	.	-1%
CS(=O)(=O)N1CCCN(Cc2ccccn2)CCNC(=O)CC1c1ccccc1 (stereo not drawn)	-10%	-2%	i	13	-15%	-5%	0%
CCOc1ccc(N(CC(=O)NCc2ccc(C)cc2)S(=O)(=O)c2c(C)noc2C)cc1	?	.	.	-5	.	.	2%
COc1cccc(-c2cn3cc(C(=O)NCCN4CCOCC4)nc3s2)c1	95%[activator]	?	i	14	?	.	-10%
CC(=O)c1ccc(NC(=O)c2nc3ccccc3nc2N2CCCCC2)cc1	-13%	.	.	10	.	.	-12%
Cc1noc(C)c1S(=O)(=O)N1CCC2(CC1)CC(N1CCN(C(C)C)CC1)CCO2 (stereo not drawn)	11%	i	i	-14	i	6%	17%
Cc1ccc(C(=O)N2CCCN(S(C)(=O)=O)c3ccccc32)cc1C	?	?	i	-2	-24%	?	-14%

# Gathered by group: those above with two or more sulfur atoms (2)
smiles	SNCA expr inhib	HEK cytotox	GPT2 inh	IP6K1 inh	NIH3T3 tox	Luciferase inh	SNCA viab count
CN(Cc1ccc(F)cc1)S(=O)(=O)c1nnc(NC(=O)c2ccccc2Cl)s1	7%	.	.	-17	.	.	22%
COc1ccc(S(=O)(=O)NCCc2csc(-c3ccc(F)cc3)n2)cc1	-4%	.	.	29	.	.	18%

# (cont.)
smiles	SNCA expr inhib	HEK cytotox	GPT2 inh	IP6K1 inh	NIH3T3 tox	Luciferase inh	SNCA viab count
CCc1ccccc1NC(=O)Cn1c(=O)n(-c2ccc(C)cc2)c(=O)c2c1c1cc(C)ccc1n2C	21%	.	.	16	.	.	-10%
COc1ccc2c(c1)c(CC(=O)O)c(C)n2C(=O)c1ccc(Cl)cc1	1%	.	2%&5%	-3	.	.	1%
COc1ncccc1-c1cnc2[nH]cc(CC(=O)NC3CCOCC3)c2c1	8%[87.6 µM]	?	2%[88.5 µM]	3	?	-4%[172 µM]	3%[87.6 µM]
COc1ccccc1N(CC(=O)NCCSCc1ccccc1)S(=O)(=O)c1ccc(C)cc1	?	.	.	-2	.	.	-22%
CC(=O)NC1CC2(CCN(C(=O)C3CCN(C)CC3)CC2)c2ccccc21 (stereo not drawn)	25%	45µM*	-12%	15	35µM*	.	-25%
Cc1ccc(NC(=O)CCNS(=O)(=O)c2ccc3c(c2)CCN3C(=O)C2CC2)c(Cl)c1	26%	.	.	-7	.	.	0%
Cc1c(Cl)ccc2sc(N3CCN(C(=O)C4CC4)CC3)nc12	35%[activator]	.	.	30	.	.	-4%
CC(Oc1ccccc1)C(=O)N1CC(Oc2cccc(-c3nc(-c4ccccc4)no3)c2)C1 (stereo not drawn)	24%	32µM*	4%	-1	28µM*	?	7%
Cc1sc(-n2cccc2)c(C(C)NC(=O)Nc2ccccc2Cl)c1C (stereo not drawn)	?	.	.	28	.	.	-6%
COc1cccc(-c2cc(C3CCN(C(=O)Nc4cccc(SC)c4)CC3)[nH]n2)c1	-34%	?	-9%	-9	45µM*	-16%	?
O=C(Nc1ccc(F)cc1Cl)C1Cc2ccccc2N1C(=O)c1ccccc1 (stereo not drawn)	11%	.	.	2	.	.	-15%
Cc1ccc(-c2noc(CN(C(=O)c3ccc(C(C)(C)C)cc3)C(C)C)n2)cc1	32%[activator]	.	.	-1	.	.	-1%
Cc1cc(C)cc(C(=O)N2CC(c3nnc(-c4ccncc4)o3)C3(CCOCC3)C2)c1 (stereo not drawn)	-9%	i	i	29	-13%	-4%	4%
COc1ccc(-c2noc([C@H](C)O)c2C(=O)NC2CCC2)cc1	8%[87.6 µM]	-18%[172 µM]	-29%[88.5 µM]	24	-16%[174 µM]	12%[172 µM]	14%[87.6 µM]
Cc1ccc(-c2nc(C(=O)NCc3cccc(C)c3)no2)cc1	17%	79µM*	3%	-13	?	?	7%
Cc1ccc(NC(=O)Nc2ccc(C)n(CC(=O)N3CCC(C)CC3)c2=O)cc1	22%	?	i	-4	-17%	4.5µM*	-1%
COc1ccc(-c2cc3nc4c(c(=O)n3[nH]2)CCN(C(=O)COc2ccccc2C)C4)cc1	34%	-24%	-5%	29	-19%	14µM*	-4%
O=C(c1ccc(F)cc1)n1nc(-c2ccccc2)nc1NCc1ccc(F)cc1	90%[activator]	.	.	-10	.	.	0%
COc1ccc(-c2ccccc2NC(=O)C2CCCN2S(C)(=O)=O)cc1 (stereo not drawn)	2%	-3%	4%	0	-6%	6%	0%
CCOc1ccccc1N1CCN(Cc2ccc(=O)n(CC)c2)CC1	-1%	-11%	-2%	-4	-16%	2%	-14%
Cc1ccc(-c2ccccc2CN2CCN(C(=O)NC3CCCC3)CC2)cc1Cl	2%	22µM*	i	-6	20µM*	.	-4%[12.5 µM]
O=C(c1ccc(Cl)nc1)N1CCC(C(=O)N2CCCC(c3nc4ccncc4[nH]3)C2)CC1 (stereo not drawn)	-7%	i	1%	-3	-9%	.	-9%
O=C(CSc1n[nH]c(-c2ccccc2Cl)n1)NCCCc1ccccc1	?	.	.	5	.	.	11%
CSc1nn(Cc2ccc(F)cc2)c(N)c1S(=O)(=O)c1ccc(Cl)cc1	?	.	.	1	.	.	-26%
O=C(NCc1cccs1)C1CCN(c2ccnc3ccnn23)CC1	-26%[87.6 µM]	?	-9%[88.5 µM]	1	?	.	-8%[87.6 µM]
Cc1ccc(C)c(NC(=O)Cn2nc3c(cc2=O)CCCCC3)c1	?	20%	i	10	i	-5%	-3%
COC(=O)C(NC(=O)N1CCC(c2cc(-c3cccc(OC)c3)n[nH]2)CC1)c1ccccc1 (stereo not drawn)	4%	?	-9%	-12	?	-4%	2%
c1cc(-c2nnc([C@H]3CCN(CC4CC4)C3)o2)ccn1	38%[activator][87.6 µM]	-9%[230 µM]	2%[88.5 µM]	12	-11%[174 µM]	-21%[230 µM]	4%[87.6 µM]
COc1cccc(CC(=O)N2CCC(CC3CC3)(NS(C)(=O)=O)CC2)c1	13%	0%	i	2	-23%	.	-4%
